CHO-K1 Ca antag – nonselective inhibitor or artifact in parental CHO-K1 cells | ATP-induced calcium, Fluo-8 fluorescence | inhibition, % at 3 µM | 360,000 tested, 0.6% active;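 active = inhibition above a per-plate cutoff, the plate's mean sample inhibition plus 3 SD, cut at about 24% in these data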;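 also: 0% = DMSO plus EC80 ATP and 100% = DMSO alone without ATP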
CHRM1 antagonist – human CHRM1 antagonism; 360,000 tested, 1.3% active; inhibition, % at 3 µM; CHO-K1 hM1, Fluo-8 calcium fluorescence, ACh EC80 antagonist; P11229; AID 588852;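 active = percent inhibition above its own plate's cutoff, namely the mean of that plate's compound wells plus 3 SD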;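 also: peak over basal fluorescence ratio during 140 s after agonist addition; 0% = ACh EC80 plus DMSO and 100% = DMSO alone without agonist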
Target sequence (P11229 whole entry, looked up): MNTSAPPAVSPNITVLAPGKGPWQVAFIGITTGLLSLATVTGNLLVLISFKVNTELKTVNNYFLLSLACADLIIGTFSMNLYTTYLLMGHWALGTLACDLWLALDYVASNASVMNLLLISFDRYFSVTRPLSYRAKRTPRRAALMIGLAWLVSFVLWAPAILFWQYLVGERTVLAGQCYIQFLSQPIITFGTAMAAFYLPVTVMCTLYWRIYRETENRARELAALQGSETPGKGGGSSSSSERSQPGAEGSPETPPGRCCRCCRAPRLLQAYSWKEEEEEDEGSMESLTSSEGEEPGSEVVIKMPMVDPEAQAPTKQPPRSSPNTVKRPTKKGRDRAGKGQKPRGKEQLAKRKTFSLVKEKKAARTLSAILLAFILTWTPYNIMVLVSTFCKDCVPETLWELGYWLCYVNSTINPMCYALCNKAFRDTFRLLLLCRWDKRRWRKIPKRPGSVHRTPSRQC
M1 PAM – human CHRM1 positive allosteric modulation | AID 588819 | activation, % at 3 µM | CHO-K1 hM1, Fluo-8 calcium fluorescence, ACh EC20; 0% = ACh EC20, 100% = maximal ACh | 360,000 tested, 0.088% active; in the data active = activation above about 19%, passing the limit was not always enough
CHRM4 agonist – CHRM4 agonism in calcium assay; activation, % at 3 µM; AID 624127; P08173; 360,000 tested, 0.14% active; CHO-K1 hM4/Gqi5, Fluo-8 calcium fluorescence; vehicle 0%, full acetylcholine response 100%;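 active = activation above the run mean over all test wells plus 3 SD, cut at about 32% in these data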;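 also: peak over basal fluorescence ratio per well then scaled between controls; 0% = DMSO wells and 100% = acetylcholine at EC100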
Target sequence (P08173 whole entry, looked up): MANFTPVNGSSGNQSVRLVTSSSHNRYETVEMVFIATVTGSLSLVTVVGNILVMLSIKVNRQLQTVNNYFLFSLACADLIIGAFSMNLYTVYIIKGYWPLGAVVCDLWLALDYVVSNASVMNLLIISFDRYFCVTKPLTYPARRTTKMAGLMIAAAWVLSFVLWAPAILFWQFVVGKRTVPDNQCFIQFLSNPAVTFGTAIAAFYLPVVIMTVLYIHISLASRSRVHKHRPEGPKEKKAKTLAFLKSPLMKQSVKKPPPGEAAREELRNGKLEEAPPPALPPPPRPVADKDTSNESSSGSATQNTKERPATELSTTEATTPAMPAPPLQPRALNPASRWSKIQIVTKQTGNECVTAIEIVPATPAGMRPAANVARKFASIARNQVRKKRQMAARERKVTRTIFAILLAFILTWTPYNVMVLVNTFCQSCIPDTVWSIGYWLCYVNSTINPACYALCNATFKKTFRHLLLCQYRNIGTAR
M1 ag parental – counter-screen for M1 agonists: effect in parental CHO-K1 cells. Fluo-8 calcium fluorescence; scaled to maximal ATP response, vehicle zero. 360,000 tested, 0.48% active. activation, % at 3 µM. AID 602248; in the data active = activation above about 15%;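 also: untransfected CHO-K1 host cells lacking M1 receptor as counterscreen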
M4 antag – antagonists of human muscarinic M4 receptor (CHRM4); P08173; 360,000 tested, 0.73% active; AID 624125; inhibition, % at 3 µM; CHO-hM4 cells, ACh EC80, Fluo-8 calcium fluorescence;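 active = inhibition above its plate's cutoff, the mean inhibition of sample wells plus 3 SD, cut at about 27% in these data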;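 also: 0% = acetylcholine EC80 with DMSO and 100% = DMSO without agonist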
CHRM1 agonist – agonists of human M1 muscarinic receptor | activation, % at 3 µM | P11229 | 360,000 tested, 0.33% active | CHO-K1 hM1, Fluo-8 calcium fluorescence, agonist mode; 0% DMSO, 100% acetylcholine EC100 | AID 588814;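 active = activation above the run's mean compound activation plus 3 SD, cut at about 16% in these data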;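 also: peak over basal fluorescence ratio within a 140 s kinetic read after compound addition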
OXTR potentiator – human OXTR potentiation; P30559; CHO-OTR cells, Fluo-8 calcium fluorescence, potentiator mode; 0% = oxytocin EC15, 100% = EC100; activation, % at 3 µM; 320,000 tested, 0.061% active;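 active = activation above that plate's cutoff, the mean activation of tested compounds plus 3 SD, cut at about 6.6% in these data, passing the limit was not always enough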;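 also: 100% uses oxytocin at 75 nM as the full agonist control; some results filed as inactive read as strong as hits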
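Material: CHO-OTR cells, human receptor; compound dosing: single dose, 3.0 µM nominal final compound concentration; schedule: 6 min compound pre-incubation at room temperature, 100 s kinetic read; measured by: kinetic Fluo-8 calcium fluorescence; read-out basis: % activation vs EC15 and EC100 oxytocin; controls: EC15 oxytocin alone as 0%, 75 nM oxytocin as 100%; replicates: singlicate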
CHO parental Ca – counter-screen for OX1R antagonists: effect in parental CHO cells. AID 463079. 330,000 tested, 0.63% active. inhibition, % at 5.6 µM. parental CHO-K1, ATP-induced calcium, Fluo-8 fluorescence;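 active = inhibition above that plate's mean sample inhibition plus 3 SD, cut at about 26% in these data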;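 also: 0% = ATP-challenged DMSO wells and 100% = DMSO wells without ATP; some compounds past the cut are filed as inactive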
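Assay system: untransfected parental CHO cell line. Also added: ATP agonist challenge. Dosing: one dose, 5.6 µM nominal. Measured by: Fluo-8 fluorescence. Read-out: % inhibition. Benchmarks: ATP wells versus no-ATP DMSO wells. Repeats: no replicates.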
Starred values were filed as active, the others as inactive; nt = no result given.

cpd	compound	CHO-K1 Ca antag	CHRM1 antagonist	M1 PAM	CHRM4 agonist	M1 ag parental
1	O=C(CC1(O)C(=O)Nc2cc(Cl)cc(Cl)c21)c1ccncc1 (stereo unspecified)	-14	-1	-5	3	-0.1
2	O=C(NCc1ccccn1)C(=O)NCC1OCCN1S(=O)(=O)c1ccc(F)cc1 (stereo unspecified)	-1	-18	18	0	1.6
3	CCN(CC)C(=O)C1CCN(Cc2ccc(Br)cc2)CC1	-2	6	-1	2	0.3
4	C=CCNC(=O)NC(=O)CN1C(=O)NC(c2ccccc2)(c2ccccc2)C1=O	-12	-11	17	2	0.3
5	Cn1c(=NC(=O)CS(=O)(=O)c2ccccc2)sc2ccccc21	0	-2	-3	3	0.5
6	Cc1ccc(S(=O)(=O)Nc2nc3ccccc3nc2NCC2CCCO2)cc1C (stereo unspecified)	-1	-9	12	1	0.8
7	CCC(C)c1ccccc1N1CC(C(=O)N2CCN(S(=O)(=O)c3cccc([N+](=O)[O-])c3)CC2)CC1=O (stereo unspecified)	-6	-2	2	7	-0.2
8	CCN(CC(=O)Nc1ccc(OC)cc1)C(=O)c1cc(-c2cccs2)nn1-c1ccccc1	7	23	-12	17	5.1
9	O=C(CSc1ncnc2c1oc1ccccc12)NCC1CCCO1 (stereo unspecified)	-26	-8	8	2	2.1
10	C[C@H](CO)N1C[C@H](C)[C@H](CN(C)C(=O)Cc2cccnc2)Oc2ncc(Br)cc2C1=O	6	-11	2	1	-0.3

cpd	M4 antag	CHRM1 agonist	OXTR potentiator	CHO parental Ca
1	3	-3	-2	-3
2	0	-1	4	-7
3	32*	-5	0	6
4	7	0	1	-8
5	-15	-7	-9	-6
6	6	-4	1	-13
7	-7	-6	nt	nt
8	7	-4	0	-8
9	2	-3	-4	-10
10	7	-10	nt	nt

In a second layout: 2 of the compounds above.
4	C=CCNC(=O)NC(=O)CN1C(=O)NC(c2ccccc2)(c2ccccc2)C1=O
5	Cn1c(=NC(=O)CS(=O)(=O)c2ccccc2)sc2ccccc21

assay / compound | 4 | 5
CHO-K1 Ca antag | -12 | 0
CHRM1 antagonist | -11 | -2
M1 PAM | 17 | -3
CHRM4 agonist | 2 | 3
M1 ag parental | 0.3 | 0.5
M4 antag | 7 | -15
CHRM1 agonist | 0 | -7
OXTR potentiator | 1 | -9
CHO parental Ca | -8 | -6

(listing goes on)
cpd	compound	CHO-K1 Ca antag	CHRM1 antagonist	M1 PAM	CHRM4 agonist	M1 ag parental
11	NC(=O)c1ccc(C(=O)N/N=C/c2cccc(Oc3ccccc3)c2)cc1	-12	8	-2	6	2.6
12	O=C(NCc1ccccc1)C1c2ccccc2Oc2ccccc21	7	7	-7	0	-0.4
13	CC(C)c1ccc(NC(=O)C2CC(=O)Nc3nc4ccccc4n32)cc1 (stereo unspecified)	-16	-8	7	0	1.2
14	CC(C)(C)OC(=O)NCCc1nnc(SCc2c(Cl)cccc2Cl)o1	-10	-9	4	1	1.7
15	CCCc1nc2ccccc2n1CCOc1ccccc1	-8	1	-4	1	1.4
16	CC(=O)c1cccc(NC(=S)NC(=O)c2cccc(C)c2)c1	0	-6	7	0	2.5
17	CC(C)CCNC(=O)C1CCC(CNc2c(N3CCCC3)c(=O)c2=O)CC1 (stereo unspecified)	-11	-10	5	0	0.5
18	Cc1ccccc1/C=C\c1nc2ccccc2c(=O)[nH]1	-8	-7	9	2	1.1
19	O=C(NCc1ccccc1)c1cc(C2CCCCN2S(=O)(=O)c2cccs2)on1 (stereo unspecified)	-15	-22	7	7	2.5
20	O=S(=O)(c1cnccc1N1CCN(/N=C/c2ccccc2)CC1)N1CCCCC1	-11	-6	5	1	0.5

cpd	M4 antag	CHRM1 agonist	OXTR potentiator	CHO parental Ca
11	-6	-1	nt	nt
12	3	-15	1	-8
13	5	1	3	4
14	15	-6	0	-14
15	-2	-3	-4	-29
16	-3	-2	-4	-19
17	3	-3	-7	-3
18	8	-4	-11	-7
19	-13	-3	nt	nt
20	2	-3	-7	-24

(list continues)
cpd	compound	CHO-K1 Ca antag	CHRM1 antagonist	M1 PAM	CHRM4 agonist	M1 ag parental
21	CCOC(=O)c1cc(C)sc1NC(=O)CSC1=NCCS1	13	12	1	1	-0.9
22	CCS(=O)(=O)N1CCC2(CC1)OCCN2S(=O)(=O)c1ccc(OC)cc1	-4	-10	3	2	1.1
23	COc1ccc2ccccc2c1CNC(=O)CC1C(=O)NCCN1CC(C)(C)C (stereo unspecified)	-22	-26	8	0	2.9
24	Cc1ccc(N2C(=O)CCC2=O)c(C)c1	-5	16	-7	0	1.1
25	CC(NC(=O)c1ccc(Br)o1)c1ccccc1 (stereo unspecified)	-15	-8	11	0	0.4
26	CC1CCC(NC(=O)c2ccc3c(c2)S(=O)(=O)c2ccccc2C3=O)CC1 (stereo unspecified)	-9	5	-2	14	2.7
27	CCCCCn1c(=N)c(S(=O)(=O)c2ccc(Cl)cc2)cc2c(=O)n3cccc(C)c3nc21	-11	-8	14	0	-0.1
28	CCC(=O)N[C@@H]1CC(C(C)(C)NC(=O)CC)CC=C1C (stereo partly specified)	-8	-18	14	1	-0.2
29	CCOC(=O)c1c(NC(=O)C2CCCO2)sc(C(N)=O)c1C (stereo unspecified)	-14	-1	3	0	0.8
30	CN1C[C@@H]2[C@@H]3C(=O)N(Cc4ccccc4)C(=O)[C@@H]3[C@](C)(C1=O)N2C(=O)c1ccc(C(F)(F)F)cc1	-20	-10	7	4	0.3

cpd	M4 antag	CHRM1 agonist	OXTR potentiator	CHO parental Ca
21	-8	-4	-2	-16
22	-2	-1	nt	nt
23	14	-3	5	-8
24	5	-2	6	-10
25	-10	-3	-17	6
26	-5	-6	-3	-23
27	-1	0	-1	5
28	-1	0	-12	-7
29	6	-9	-7	-8
30	-6	-2	nt	nt

Carrying on.
cpd	compound	CHO-K1 Ca antag	CHRM1 antagonist	M1 PAM	CHRM4 agonist	M1 ag parental
31	COc1ccccc1NC(=O)CSc1nnc(CNC(=O)c2ccco2)o1	0	5	0	0	-0.1
32	COC(C(=O)Nc1ccc(S(=O)(=O)Nc2c(C)cccc2C)cc1)c1ccccc1 (stereo unspecified)	-5	0	5	10	11
33	Nc1c2c(nc3sc4c(c13)CCCC4)CCCCCC2	-3	1	-20	0	0.3
34	CC(=O)c1ccccc1OCCOCCOCCOc1ccccc1C(C)=O	-13	6	-15	6	4.7
35	COc1ccc(-c2nnc(SCc3ccc(C(=O)O)cc3)o2)cc1OC	-7	-10	4	1	0.4
36	COc1ccc(S(=O)(=O)NCC(c2ccc3c(c2)OCO3)N2CCOCC2)cc1C (stereo unspecified)	-4	-2	4	1	-0.1
37	CCN(c1ccccc1)S(=O)(=O)c1ccc(OC)c(NC(=O)c2cc(Cl)ccn2)c1	-1	-14	11	0	1.5
38	Cc1sc(NC(=O)c2ccco2)c(C(c2cccnc2)N2CCN(c3ccc(F)cc3)CC2)c1C (stereo unspecified)	-6	-11	4	1	0.2
39	CN(CC(=O)Nc1cccc(Cl)c1)S(=O)(=O)/C=C/c1ccccc1	-6	-7	4	8	2.8
40	CSCC[C@H](N)C(=O)N1CCC(C(=O)N[C@H](C)C(=O)Nc2ccc(C(C)C)cc2)CC1	-15	-12	14	0	0.2

cpd	M4 antag	CHRM1 agonist	OXTR potentiator	CHO parental Ca
31	3	-1	2	-4
32	-4	12	-8	-1
33	7	-13	-6	-11
34	-15	-7	-4	-9
35	-2	-1	-7	-11
36	-22	-2	-3	-30
37	-5	-2	nt	nt
38	3	-6	5	-18
39	-15	0	nt	nt
40	-29	-4	-1	-4

Further results follow.
cpd	compound	CHO-K1 Ca antag	CHRM1 antagonist	M1 PAM	CHRM4 agonist	M1 ag parental
41	COc1ccc(C(=O)NNC(=S)NC(=O)c2ccccc2)cc1	-1	-9	-8	21	38*
42	CC(C)CCNc1nc(N)c([N+](=O)[O-])c(NCC2CCCO2)n1 (stereo unspecified)	6	2	-2	2	2.9
43	Cn1c2ccc(CC(=O)O)cc2c2cc(CC(=O)O)ccc21	-29	4	-3	0	0.6
44	CSc1nc(Oc2ccc3ccccc3c2)c2sccc2n1	-12	-1	5	-2	0.7
45	COc1ccc(-n2nnnc2SCC(=O)Nc2nnn(C)n2)cc1	13	1	-5	0	0.2
46	CC(C)C(=O)c1cc2c(cc1NC(=O)c1ccccc1)OCCO2	-19	-7	7	3	0.1
47	COC(=O)c1c(NC2=NS(=O)(=O)c3ccccc32)sc2c1CCC(C(C)(C)C)C2 (stereo unspecified)	-20	-7	7	1	1.4
48	COCCn1c(C)cc(C(=O)CSc2ncnc3sc4c(c23)CCC4)c1C	10	0	-2	4	0.7
49	O=C(C1CCC1)N1CCN(c2ccnc3cc(Cl)ccc23)CC1	-1	-7	3	4	2.4
50	CCCC(=O)Oc1ccc(C2NC(=O)c3ccccc3O2)cc1OC (stereo unspecified)	6	-9	5	1	1.0

cpd	M4 antag	CHRM1 agonist	OXTR potentiator	CHO parental Ca
41	7	34*	-20	11
42	-2	9	-9	-29
43	1	-3	1	2
44	2	-3	-18	-12
45	12	-3	-4	1
46	-4	-2	-8	-37
47	-3	-2	nt	nt
48	5	1	nt	nt
49	1	-3	-5	-19
50	6	-2	-3	-7

From no. 46 up to 50, copied from above:
cpd	compound	CHO-K1 Ca antag	CHRM1 antagonist	M1 PAM	CHRM4 agonist	M1 ag parental
46	CC(C)C(=O)c1cc2c(cc1NC(=O)c1ccccc1)OCCO2	-19	-7	7	3	0.1
47	COC(=O)c1c(NC2=NS(=O)(=O)c3ccccc32)sc2c1CCC(C(C)(C)C)C2 (stereo unspecified)	-20	-7	7	1	1.4
48	COCCn1c(C)cc(C(=O)CSc2ncnc3sc4c(c23)CCC4)c1C	10	0	-2	4	0.7
49	O=C(C1CCC1)N1CCN(c2ccnc3cc(Cl)ccc23)CC1	-1	-7	3	4	2.4
50	CCCC(=O)Oc1ccc(C2NC(=O)c3ccccc3O2)cc1OC (stereo unspecified)	6	-9	5	1	1.0

cpd	M4 antag	CHRM1 agonist	OXTR potentiator	CHO parental Ca
46	-4	-2	-8	-37
47	-3	-2	nt	nt
48	5	1	nt	nt
49	1	-3	-5	-19
50	6	-2	-3	-7

Next section:
cpd	compound	CHO-K1 Ca antag	CHRM1 antagonist	M1 PAM	CHRM4 agonist	M1 ag parental
51	CCCCC(=O)NC(Nc1sc2c(c1C(N)=O)CCCC2)(C(=O)OCC)C(F)(F)F (stereo unspecified)	2	0	2	0	-0.5
52	c1cnc(SCCCOc2ccc3ccccc3c2)nc1	-5	-9	0	2	1.4
53	Cc1cc(C)nc(SCc2ccc(C(=O)NNC(=O)Nc3cccc(Cl)c3)cc2)n1	15	-4	8	4	0.2
54	CCOC(=O)C(C)n1cnc2c(oc3ccccc32)c1=O (stereo unspecified)	-3	-4	3	1	0.9
55	N#CCCN(Cc1ccccc1)S(=O)(=O)c1cccs1	-12	-12	9	1	1.4
56	CCCc1cc(=O)oc2cc(C)cc(OCC(=O)O)c12	-7	-3	7	-1	0.0

cpd	M4 antag	CHRM1 agonist	OXTR potentiator	CHO parental Ca
51	4	-7	-1	-15
52	-2	0	-4	-14
53	-5	0	-2	8
54	-4	-6	-10	-8
55	2	-7	-5	9
56	14	-2	3	5
